# BoNT A protease – BoNT/A light chain protease inhibitors, primary screen, biochemical, flow cytometry, MLPCN library; multiplex microsphere protease substrate cleavage; inhibition, % at 10 µM; AID 588499, 2011; Botulinum neurotoxin type A light chain protease (Clostridium botulinum A str. ATCC 3502); 0.17% of 360,000 active; note: plate controls were buffer without enzyme for full effect and enzyme alone for no effect
# Yp Topo-I inh – Yersinia pestis topoisomerase I inhibitors, primary screen, biochemical, cleavage product accumulation, plate reader, single point. DNA topoisomerase I (Yersinia pestis CO92). Y. pestis Topo-I cleavage product accumulation. 0.064% of 360,000 active. activity, % at 10 µM; in the data active = activity above about 50%, passing the limit was not always enough; inconclusive = no clear call, values can overlap the other calls; note: inactives centre near 2
# Anthrax LF prot – Bacillus anthracis LF protease inhibitors, primary screen, biochemical, multiplex microsphere, MLPCN library; inhibition, % at 10 µM; Lethal factor (Bacillus anthracis), P15917; multiplex microsphere protease cleavage assay; 0.12% of 360,000 active; note: plate controls were buffer without enzyme for full effect and enzyme alone for no effect
# Target sequence (P15917 whole entry, looked up): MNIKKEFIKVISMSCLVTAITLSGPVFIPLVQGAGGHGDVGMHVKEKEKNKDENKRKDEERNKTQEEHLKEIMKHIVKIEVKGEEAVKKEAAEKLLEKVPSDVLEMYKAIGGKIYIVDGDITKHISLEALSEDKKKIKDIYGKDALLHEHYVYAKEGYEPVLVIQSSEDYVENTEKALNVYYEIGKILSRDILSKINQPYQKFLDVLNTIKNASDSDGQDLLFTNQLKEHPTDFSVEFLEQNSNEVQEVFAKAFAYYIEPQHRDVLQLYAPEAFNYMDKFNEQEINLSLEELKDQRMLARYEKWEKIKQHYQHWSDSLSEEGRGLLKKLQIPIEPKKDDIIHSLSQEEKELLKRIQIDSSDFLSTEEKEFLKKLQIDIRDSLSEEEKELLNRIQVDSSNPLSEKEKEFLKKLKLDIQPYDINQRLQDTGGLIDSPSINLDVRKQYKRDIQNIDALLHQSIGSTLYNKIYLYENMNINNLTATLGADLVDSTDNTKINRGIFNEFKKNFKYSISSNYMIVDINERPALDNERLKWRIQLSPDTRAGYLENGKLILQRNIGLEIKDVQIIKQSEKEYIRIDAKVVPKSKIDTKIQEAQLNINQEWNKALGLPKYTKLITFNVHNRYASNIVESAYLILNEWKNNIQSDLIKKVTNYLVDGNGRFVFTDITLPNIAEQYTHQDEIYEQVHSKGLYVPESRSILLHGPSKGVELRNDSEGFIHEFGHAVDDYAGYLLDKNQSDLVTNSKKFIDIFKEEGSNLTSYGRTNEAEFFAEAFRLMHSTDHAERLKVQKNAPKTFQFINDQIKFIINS
# SARS 3CLpro inh – SARS-CoV 3CLpro protease inhibitors, primary screen, biochemical, quenched FRET; Replicase polyprotein 1ab (Severe acute respiratory syndrome coronavirus), P0C6X7; recombinant SARS-CoV 3CLpro, quenched FRET peptide cleavage; inhibition, % at 6 µM; 0.14% of 290,000 active; AID 1706, 2009; in the data active = inhibition above about 12%
# PfHsp40 yeast – rescue of yeast from PfHsp40 toxicity, primary screen, S. cerevisiae, ATP luminescence | growth rescue, % at 12.5 µM | S. cerevisiae expressing PfHsp40, growth rescue | 0.68% of 340,000 active; in the data active = growth rescue above about 28%, passing the limit was not always enough; inconclusive = no clear call, values can overlap the other calls;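 note: yeast W303a lacking pdr1 and pdr3 grown in galactose medium; growth measured after three days at 30 °C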
# BH1578 lux ind – inducers of Vibrio cholerae quorum light production without autoinducers, primary screen, BH1578 luxS cqsA deficient, single point; 0.16% of 350,000 active; activation, % at 18.7 µM; AID 588436, 2011; V. cholerae BH1578 lux reporter, luminescence, 6 h; in the data active = activation mostly above about 9.7%, no sharp cut-off; inconclusive = no clear call, values can overlap the other calls; inactive = mostly below about 3.7%; note: not every result past the cut was called active; inactives centre near 0; reference of the scale not given here
# TcdB GH inh – TcdB glycohydrolase inhibitors, primary screen, biochemical, single point, plate reader; Toxin B (Clostridioides difficile), P18177; TcdB glycohydrolase enzymatic assay; inhibition, % at 9.99 µM; 0.24% of 350,000 active; AID 652162, 2013; in the data active = inhibition above about 10%
# CCHF vOTU inh – CCHFV vOTU protease inhibitors, primary screen, biochemical, Pep-AMC substrate, fluorescence; inhibition, % at 11.5 µM; 0.55% of 370,000 active; AID 651958, 2012; Crimean-Congo hemorrhagic fever virus L polyprotein viral ovarian tumor (vOTU) protease …; in the data active = inhibition above about 30%; note: 0% = vehicle wells with enzyme and 100% = no enzyme wells
# VHR inh abs – VHR1 phosphatase inhibitors, primary screen, biochemical, absorbance, uHTS; recombinant VHR phosphatase, pNPP absorbance; inhibition, % at 13.3 µM; 0.52% of 290,000 active; AID 1654, 2009; in the data active = inhibition above about 50%; note: some compounds called inactive have numbers as strong as hits
# Target sequence (P51452 whole entry, looked up): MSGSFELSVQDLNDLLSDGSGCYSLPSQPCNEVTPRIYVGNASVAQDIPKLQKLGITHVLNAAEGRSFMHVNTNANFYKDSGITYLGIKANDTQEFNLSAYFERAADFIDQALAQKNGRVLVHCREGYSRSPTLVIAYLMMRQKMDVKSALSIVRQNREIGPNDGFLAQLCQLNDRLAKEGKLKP
# SSB-PriA inh – inhibitors of Klebsiella pneumoniae PriA binding to SSB C-terminal tail, primary screen, biochemical, AlphaScreen; PriA–SSB C-terminal tail interaction (Klebsiella pneumoniae); AlphaScreen SSBct-PriA binding, biotinylated peptide; inhibition, % at 33 µM; 0.6% of 430,000 active; in the data active = inhibition mostly above about 37%, no sharp cut-off; inactive = mostly below about 20%;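 note: plate controls were negative control peptide for no effect and reference peptide for full effect; strong numbers were not always called active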
# The depositor's hits bear a star; i = inactive; ? = inconclusive; · = not tested or not shown; & = joins results of further samples. Cut-off read from the data, not from the text of the source, unless noted: active = inhibition above about 30%; inconclusive = no clear call, values can overlap the other calls; inactive = below that.
SMILES,BoNT A protease,Yp Topo-I inh,Anthrax LF prot,SARS 3CLpro inh,PfHsp40 yeast,BH1578 lux ind,TcdB GH inh,CCHF vOTU inh,VHR inh abs,SSB-PriA inh
CCOC(=O)CSc1ncc(-c2cccc(Cl)c2)cn1,-0.5,9,-2,-1,-0.1,-1.4,·,-13,3,-63
CC(C)CN(C(=O)c1ccco1)C1CCS(=O)(=O)C1 (stereo not given),-0.3,-8,0,·,1.5,0.0,2.5,-12,·,-14
O=C(Nc1ccc(Cl)cc1Cl)c1csc(-c2cccnc2)n1,?,0,-16,-1,0.0,-0.6,0.4,-4,-20,-12
Cc1ccc(S(=O)(=O)NCCC(=O)NC(C)CCc2ccccc2)cc1 (stereo not given),2.7,14,0,·,0.5,-0.5,0.1,-6,·,-7
O=C(NNC(=O)C1CC1)c1cc(Br)c(Br)s1,-0.4,0,-1,·,1.1,-0.8,-1.1,7,·,10
CC(C)(C)c1ccc(C(=O)NC2CCN(Cc3ccccc3)CC2)cc1,-5.3,4,-5,0,-0.6,i,1.0,-13,3,-1
Cc1nn(-c2ccccc2)c(NC(=O)c2ccccc2)c1Br,-0.4,1,-2,-4,-1.9,-4.0,0.7,2,41,-11
O=C(Nc1ccc2nc([C@H]3C[C@H](O)[C@@H](CO)O3)[nH]c2c1)NC(c1ccccc1)c1ccccc1,0.3,11,3,·,·,-0.4,1.0,-7,·,·
N#Cc1ccccc1NC(=O)CN1CC=C(c2ccccc2)CC1,-0.8,4,-4,-3,-0.2,0.9,1.6,11,20,-12
CCO[C@@H]1OC(C(=O)NCc2nc3ccccc3[nH]2)=C[C@H](C2CC2)[C@H]1CCCO,-0.7,-5,0,-3,0.4,-0.7,0.4&1.2,3,21,-28
Cc1ccc(/C=N/Nc2nc(C)cc(C)n2)cc1,-2.3,2,1,0,-1.7,-0.4,1.3,-6,33,i
O=C(COc1ccccc1Cl)Nc1cccc(S(=O)(=O)N2CCCC2)c1,-0.2,17,-8,·,3.1,-0.2,0.0,2,·,-3
O=C(COC(=O)c1ccc(F)c(S(=O)(=O)N2CCOCC2)c1)NCCc1ccccc1,-6.5,-5,-2,·,-0.1,i,0.3,-13,·,-17
CCS(=O)(=O)N1CCCC(C(=O)NC2CCCCC2)C1 (stereo not given),-0.2,-3,-1,1,0.3,i,·,5,31,-14
O=C(O)c1cncc(C#CCC2CCCCC2)c1,?,3,1,7,-0.8,i,0.4,-3,13,5
Cc1nc2ccc(NC(=O)c3sccc3C)cc2s1,0.1,-2,-2,-2,-1.5,2.2,·,-1,-5,-8
Cc1c(NC2=CC(=O)CC(C)(C)C2)ccc([N+](=O)[O-])c1C,0.1,-1,2,0,-0.3,-0.2,1.9,2,3,15
Cc1ccc(Nc2nc(Cl)c(C=O)s2)cc1Cl,0.5,-13,-8,6,1.0,-0.4,1.4,-6,32,-19
Cc1cc(C(=O)O)ccc1-c1ccc(CO)o1,-0.4,8,-6,5,4.2,i,0.4,-12,20,-8
Cc1cccc(C)c1OCc1cc(C(=O)N2CCN3CCCC3C2)no1 (stereo not given),-0.8,9,1,2,2.7,-0.4,-1.8,-3,16,-1
O=S(=O)(NCc1ccccc1)c1ccc(S(=O)(=O)N(Cc2ccccn2)Cc2ccco2)cc1,0.4,3,1,-1,-1.2,-0.4,·,5,9,3
CCn1c(-c2csc3c2CCCC3)n[nH]c1=S,0.4,-3,2,-1,0.3,-0.1,·,6,11,9
CCOC(=O)N1CCN(C2CC(=O)N(c3ccc(Oc4ccccc4)cc3)C2=O)CC1 (stereo not given),-0.6,10,-2,-2,3.6,i,·,-4,27,1
CC1(C)C(=O)CCC2C1=CCC1C2CCC2(C)C(O)CCC12 (stereo not given),-0.2,-7,-4,·,0.6,i,0.9,11,·,-2

# Part of the list above in order of number of heavy atoms, descending:
SMILES,BoNT A protease,Yp Topo-I inh,Anthrax LF prot,SARS 3CLpro inh,PfHsp40 yeast,BH1578 lux ind,TcdB GH inh,CCHF vOTU inh,VHR inh abs,SSB-PriA inh
CCOC(=O)N1CCN(C2CC(=O)N(c3ccc(Oc4ccccc4)cc3)C2=O)CC1 (stereo not given),-0.6,10,-2,-2,3.6,i,·,-4,27,1
Cc1cccc(C)c1OCc1cc(C(=O)N2CCN3CCCC3C2)no1 (stereo not given),-0.8,9,1,2,2.7,-0.4,-1.8,-3,16,-1
CC1(C)C(=O)CCC2C1=CCC1C2CCC2(C)C(O)CCC12 (stereo not given),-0.2,-7,-4,·,0.6,i,0.9,11,·,-2
Cc1nc2ccc(NC(=O)c3sccc3C)cc2s1,0.1,-2,-2,-2,-1.5,2.2,·,-1,-5,-8
Cc1cc(C(=O)O)ccc1-c1ccc(CO)o1,-0.4,8,-6,5,4.2,i,0.4,-12,20,-8

# Following part
SMILES,BoNT A protease,Yp Topo-I inh,Anthrax LF prot,SARS 3CLpro inh,PfHsp40 yeast,BH1578 lux ind,TcdB GH inh,CCHF vOTU inh,VHR inh abs,SSB-PriA inh
CC1(C)CC(N2CCCCC2)=CC(=[N+]2CCCCC2)C1,-1.7,1,6,4,-1.2,i,1.5,29,18,-7
O=C(NN1CCOCC1)c1ccc(Cl)cc1[N+](=O)[O-],-1.5,-1,-7,-2,2.7,i,0.5,3,-9,1
CCC(C)NS(=O)(=O)c1ccc(OC)c(Cl)c1Cl (stereo not given),0.0,3,-2,2,1.1,5.9,·,5,31,-2
Cc1noc(C)c1/C=N/Nc1ccc2ccccc2n1,-0.2,-2,-6,1,-0.8,-0.4,1.8,-7,19,·
CC(C)Cn1c(SCC(=O)NC2CC2)nc2ccccc21,0.6,-3,0,·,·,-4.5,0.5,4,·,·
Cc1coc2c1c(C)cc1oc(=O)c(CC(=O)NCCCN3CCCC3=O)c(C)c12,-0.3,24,5,-6,-1.8,-0.7,-0.4,-70,37,-2
COc1ccc(NC(=O)Cn2cc(C(=O)C3CC3)c3ccccc32)cc1,-1.2,4,8,-5,0.9,i,0.8,-15,6,-8
CS(=O)(=O)c1ccc(NS(=O)(=O)c2ccc(Cl)c(C(=O)NC3=NCCS3)c2)cc1,-0.2,2,0,·,0.0,i,0.8,9,·,2
CC1CN(C(=O)CSc2nnc(-c3ccc(Cl)cc3)n2C)CC(C)O1 (stereo not given),0.1,4,-2,-2,-0.2,-0.3,·,-4,8,3
c1ccc(-c2nn3c(C4CCCCC4)nnc3s2)nc1,0.2,5,-3,-2,0.2,-0.9,·,-2,16,-3
S=C(NCCN1CCOCC1)NC1CCCC1,0.3,4,-1,3,-2.0,-0.3,1.1,-12,26,1
CC12CCC(C3NC(=S)NN=C31)C2(C)C (stereo not given),-0.3,-4,-2,·,-0.2,2.7,1.5,5,·,-6
CNC(=O)Nc1ccccc1C(=O)NCc1ccccc1,-0.4,0,-1,-4,-0.4,-0.3,·,0,22,-14
Cc1ccc(C(=O)C2CCN(CC(=O)Nc3nc(C)cs3)CC2)cc1,-0.1,21,0,0,-0.6,-2.8,0.5,-14,14,-4
CN1CCN(CC(=O)Nc2nnc(-c3cccs3)s2)CC1,3.3,-3,0,3,-0.2,0.3,·,-2,-1,-13
CN(C)/C=C(\C=O)c1onc(-c2ccccc2Cl)c1C#N,-0.3,-9,-1,0,-0.8,i,5.2,9,31,-3
CC(C)OC(=O)c1ccc(NC(=O)c2ccco2)cc1,0.1,3,2,5,0.0,i,·,0,-6,-21
CCC(=O)Nc1ccc(C=C(C(C)=O)C(C)=O)cc1,-5.0,-4,1,2,4.2,-0.2,0.2,-13,25,5
COc1ccc([C@H]2N[C@]3(CCCN(Cc4ccco4)C3=O)[C@H]3C(=O)N(C)C(=O)[C@@H]23)cc1,-0.4,14,-1,·,·,0.5,3.5,-2,·,·
COc1cc2ccccc2cc1C(=O)Nc1sc2c(c1C(N)=O)CCN(C(C)C)C2,1.3,-9,-3,-10,-1.5,-0.3,1.4,5,14,·
COc1ccccc1NC(=O)N1CCN(c2ccc3nnc(-c4ccc(F)cc4)n3n2)CC1,-0.5,19,-4,-2,-0.3,3.7,2.3,2,25,3
CCOc1ccc(N2C(=O)CC(N3CCN(C4CCc5ccccc5C4)CC3)C2=O)cc1 (stereo not given),-0.7,3,0,0,-1.6,i,·,15,8,-8
CCCN(C(=O)CSc1nnc(-c2ccc3c(c2)OCO3)o1)C1CCS(=O)(=O)C1 (stereo not given),-0.9,10,-8,·,·,-5.6,0.6,-1,·,·
CCC(C)NC(=O)c1cc2c(=O)n3cccc(C)c3nc2s1 (stereo not given),2.2,-10,-3,3,0.1,i,0.6,-120,6,0
OCC[C@@H]1C[C@H](O)[C@@H](O)[C@@]2(CCc3ccccc3CO2)O1,-0.3,-8,-6,-5,-0.7,i,0.3,-3,9,4
CCc1cc(C(c2ccccn2)N2CCN(C)CC2)c(NC(=O)c2ccccc2)s1 (stereo not given),0.6,4,-2,-1,-1.1,-0.2,0.6,7,34,-1
CN1C(N)=NC(=O)/C1=C\c1ccc(Br)cc1,-1.2,-3,1,-2,-0.1,-0.9,2.2,5,23,·
O=C(COC(=O)C1CCN(c2ccc(C(F)(F)F)cn2)CC1)Nc1ccc(Cl)cn1,4.9,6,5,3,0.1,-0.4,0.1,0,16,-5
COc1ccc(N(CC(=O)NCc2ccccc2Cl)S(=O)(=O)c2c(C)n[nH]c2C)cc1,1.0,3,0,2,1.5,3.8,0.1,6,8,-1
C=CCN1C(=O)/C(=C/N(C)C)S/C1=N\S(=O)(=O)c1cccs1,0.1,7,-1,·,·,-0.1,1.2,14,·,·
CC1CCN(C(=O)COC(=O)c2cc([N+](=O)[O-])ccc2N2CCOCC2)CC1,6.8,0,?,·,·,i,1.5,15,·,-1
CCOC(=O)C1=C(c2ccccc2)OC(N)=C(C#N)C1c1ccncc1 (stereo not given),0.2,5,-5,-7,-0.6,-0.8,-0.1,9,-12,10
CCOc1ccc(NC(=O)CN(C)C(=O)CSCc2c(C)noc2C)cc1OCC,-4.8,2,-2,·,3.8,-0.9,4.0,3,·,4
COc1ccc(-c2noc(CCC(=O)Nc3cc(OC)ccc3OC)n2)cc1,0.1,8,-1,-1,-0.1,-0.4,·,5,-21,0
CC(OC(=O)CCc1nc2ccccc2c(=O)[nH]1)C(=O)Nc1ncc(Cl)cc1Cl (stereo not given),-0.2,-2,-2,-2,-0.8,i,0.3,-8,-6,5
O=C(Nc1ccc(N2CCN(C(=O)c3cccs3)CC2)cc1)c1cccnc1,0.6,-1,-2,-5,-1.0,-0.5,0.4,-2,3,5
COc1ccc(C(CNc2ncnc3sccc23)N(C)C)cc1OC (stereo not given),0.7,1,5,-1,0.6,-0.3,1.9,7,-47,7
CCOc1ccc(CCNC(=O)C2=C(C)C(=O)OC23CCC(C)CC3)cc1 (stereo not given),-0.5,5,0,1,-0.1,-1.1,1.0,3,11,-3

# The list is partial. The share of hits here may be higher or lower than overall.
